# High-throughput results: PubChem BioAssay, The Scripps Research Institute Molecular Screening Center
# LYPLA1 counter = LYPLA1 inhibitors, primary screen, counter-screen for PME1 inhibitor project, biochemical, fluorescence polarization, FP-Rh probe ABPP. Acyl-protein thioesterase 1 (Homo sapiens), O75608. recombinant LYPLA1. inhibition, % at 5.9 µM. hit rate 0.16% among 320,000. AID 2174, 2009;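 active = inhibition above the mean of all tested compounds plus 3 SD, set per campaign, cut at about 14% in these data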;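 note: inhibitors block serine hydrolase probe labeling of LYPLA1 so polarization falls; 0% = enzyme with DMSO and 100% = wells lacking LYPLA1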
# Target sequence (O75608 whole entry, looked up): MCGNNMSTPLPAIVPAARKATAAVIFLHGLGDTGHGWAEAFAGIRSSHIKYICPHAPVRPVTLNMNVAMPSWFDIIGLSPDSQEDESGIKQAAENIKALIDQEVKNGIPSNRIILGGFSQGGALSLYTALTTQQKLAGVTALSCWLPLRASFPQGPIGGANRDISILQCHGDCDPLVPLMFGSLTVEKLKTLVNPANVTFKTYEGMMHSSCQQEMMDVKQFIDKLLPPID
# LYPLA2 counter = LYPLA2 inhibitors, primary screen, counter-screen for PME1 inhibitor project, biochemical, fluorescence polarization, FP-Rh probe ABPP | Acyl-protein thioesterase 2 (Homo sapiens), O95372 | recombinant LYPLA2 | inhibition, % at 5.9 µM | hit rate 0.38% among 320,000 | AID 2177, 2009;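 active = inhibition above the screen-wide mean plus 3 SD, limit set per campaign, cut at about 26% in these data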;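 note: 0% = LYPLA2 with DMSO and 100% = wells lacking LYPLA2 enzyme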
# Target sequence (O95372 whole entry, looked up): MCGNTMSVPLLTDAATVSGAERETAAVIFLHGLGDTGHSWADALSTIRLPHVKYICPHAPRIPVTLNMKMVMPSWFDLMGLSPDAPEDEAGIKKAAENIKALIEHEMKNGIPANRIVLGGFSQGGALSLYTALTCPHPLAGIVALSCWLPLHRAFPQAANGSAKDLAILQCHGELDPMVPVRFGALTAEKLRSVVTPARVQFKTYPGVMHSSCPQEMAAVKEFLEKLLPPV
# PAD4 FP inh = human PAD4 inhibitors, primary screen, biochemical, fluorescence polarization, 1536-well format | Protein-arginine deiminase type-4 (Homo sapiens), Q9UM07 | inhibition, % at 6.36 µM | recombinant PAD4, RCA probe fluorescence polarization | hit rate 0.41% among 330,000;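 active = percent inhibition above a cutoff equal to the mean of all tested compounds plus 3 SD, cut at about 15% in these data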;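 note: 0% = PAD4 with RCA probe and DMSO and 100% = probe without PAD4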
# PAFAH1B3 inh = PAFAH1B3 enzyme inhibitors, primary screen, biochemical, fluorescence polarization, human; inhibition, % at 3.39 µM; Platelet-activating factor acetylhydrolase IB subunit alpha1 (Homo sapiens), Q15102; recombinant PAFAH1B3, FP-rhodamine probe; hit rate 0.28% among 340,000;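 active = inhibition above the screen-wide average of all tested compounds plus 3 SD, cut at about 25% in these data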;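 note: 0% = enzyme with DMSO only and 100% = wells lacking PAFAH1B3 protein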
# GSTO1 counter = inhibitors of recombinant GSTO1, primary screen, counter-screen for RBBP9 inhibitor project, biochemical, fluorescence polarization | Glutathione S-transferase omega-1 (Homo sapiens), P78417 | activity-based probe fluorescence polarization | inhibition, % at 5.96 µM | hit rate 1.1% among 300,000 | AID 1974, 2009;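 active = inhibition above the campaign mean inhibition plus 3 SD, cut at about 35% in these data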;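 note: 0% = GSTO1-1 with DMSO and 100% = wells lacking GSTO1-1 enzyme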
# Target sequence (P78417 whole entry, looked up): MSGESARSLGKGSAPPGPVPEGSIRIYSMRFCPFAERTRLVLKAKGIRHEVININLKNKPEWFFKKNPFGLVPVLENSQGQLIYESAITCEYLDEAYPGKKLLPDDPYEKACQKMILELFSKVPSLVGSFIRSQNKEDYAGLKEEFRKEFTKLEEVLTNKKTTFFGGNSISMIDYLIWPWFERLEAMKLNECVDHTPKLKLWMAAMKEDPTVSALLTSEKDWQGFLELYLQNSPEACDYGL
# PAFAH1B2 FP inh = PAFAH1B2 enzyme inhibitors, primary screen, biochemical, fluorescence polarization, human. Platelet-activating factor acetylhydrolase IB subunit alpha2 (Homo sapiens), P68402. recombinant PAFAH1B2, FP-rhodamine activity probe. inhibition, % at 3.39 µM. hit rate 1.2% among 340,000. AID 492953, 2010;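 active = inhibition above the mean of all tested compounds plus 3 SD, cut at about 24% in these data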;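 note: 0% = enzyme with DMSO and 100% = wells lacking PAFAH1B2; many of its hits are not listed in these tables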
# Target sequence (P68402 whole entry, looked up): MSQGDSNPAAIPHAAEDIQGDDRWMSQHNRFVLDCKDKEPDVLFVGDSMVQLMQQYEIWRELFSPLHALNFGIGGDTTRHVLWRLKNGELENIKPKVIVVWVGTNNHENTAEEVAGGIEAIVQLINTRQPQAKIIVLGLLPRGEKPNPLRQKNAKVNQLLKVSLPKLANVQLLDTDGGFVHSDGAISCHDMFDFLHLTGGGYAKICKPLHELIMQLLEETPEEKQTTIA
# PREPL inhibitor = PREPL enzyme inhibitors, primary screen, biochemical, fluorescence polarization. hit rate 0.68% among 320,000. inhibition, % at 5.96 µM. recombinant PREPL, fluorescence polarization activity-based probe. AID 2751, 2010; in the data active = inhibition above about 43%;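 note: 0% = enzyme with DMSO and 100% = wells lacking enzyme; many of its hits are not listed in these tables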
# PME-1 primary = PME-1 inhibitors via competitive probe labeling, primary screen, biochemical, fluorescence polarization, FP-Rh probe, HTS. hit rate 0.53% among 320,000. inhibition, % at 5.9 µM. recombinant PME-1. AID 2130, 2009. Protein phosphatase methylesterase 1 (Homo sapiens), Q9Y570;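 active = inhibition above the campaign mean of all compounds plus 3 SD, cut at about 26% in these data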;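 note: competitive labeling of PME-1 active site by serine hydrolase directed probe; 0% = PME-1 with DMSO and 100% = wells lacking PME-1 enzyme; inhibitors block probe labeling so polarization falls and inhibition rises; many of its hits are not listed in these tables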
# pPAFAH FP inh = pPAFAH enzyme inhibitors, primary screen, biochemical, fluorescence polarization, human; hit rate 1.5% among 330,000; inhibition, % at 3.39 µM; Platelet-activating factor acetylhydrolase (Homo sapiens), Q13093; recombinant pPAFAH, FP-rhodamine probe fluorescence polarization;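 active = inhibition above the mean inhibition across the screen plus 3 SD, cut at about 25% in these data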;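 note: inhibitors block binding of the rhodamine activity-based probe so polarization drops; 0% = enzyme with DMSO and 100% = wells lacking pPAFAH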
# * hit, by the source's call; nt = no result given; & = joins results of further samples.
SMILES,LYPLA1 counter,LYPLA2 counter,PAD4 FP inh,PAFAH1B3 inh,GSTO1 counter,PAFAH1B2 FP inh,PREPL inhibitor,PME-1 primary,pPAFAH FP inh
COc1cccc(NC(=O)Cn2c(=O)n(-c3ccccc3)c(=O)c3oc4ccccc4c32)c1,-6.9,3.4,-4.2,-9.7,3.6,-2.8,-10.8,-5.2,11.2
Cc1ccc(C)n1-c1ccc(C(=O)NCC2CCCO2)cc1 (centres undefined),5.1,6.4,-0.1,-3.4,1.3,-0.5,0.5,-2.1,3.3
COc1ccccc1CN1CCc2c([nH]c3ccccc23)C1,-1.7,3.8,4.0,3.6,10.3,2.1,11.8,1.0,0.7
COc1ccc(CCNC(=O)C2CCN(Cc3nc(-c4cccc(Cl)c4)oc3C)CC2)cc1OC,-3.5,-3.6,1.4,8.7,0.4,2.7,29.1,-2.2,2.0
COc1ccc(NC(=O)/C=C/c2ccc(OC(F)F)cc2)cn1,-6.2,-2.5,-1.9,17.8,-10.2,-2.5,7.3,-90.9,-2.9
CCCCN1C(=O)C(=O)N(CC(=O)Nc2ccc(OC(F)(F)F)cc2)C1=O,nt,nt,3.8,5.2,nt,0.8,-0.9,nt,1.4
CC(=O)c1cc(C(=O)N2CCCC(C(=O)c3ccc(Cl)cc3)C2)cs1 (centres undefined),4.7,16.2,-8.2,0.8,-0.8,1.4,17.4,-2.2,5.6
Cc1ccc(C(=O)CSc2nc3ccccc3c(=O)n2-c2ccccc2)s1,1.9,0.0,3.3,-0.7,3.3,8.3,15.1,0.4,-0.9
CCCNC(=O)c1ccccc1NC(=O)C1=CSCCO1,1.0,-0.1,-2.5,0.6,-7.1,6.1,3.0,3.7,5.3
Cc1ccc(C2=NS(=O)(=O)N(C)C(C(=O)N3CCCCC3)=C2)cc1,0.3,2.6,-1.9,10.5,0.8,4.0,-3.2,1.6,-4.6
CN(Cc1nc(-c2ccccc2)no1)C1CCOCC1,1.1,1.3,-3.5,3.2,4.4,1.9,-6.3,1.1,4.3
O=S(=O)(NCC(c1cccnc1)N1CCN(c2ccc(F)cc2)CC1)c1cc(F)ccc1F (centres undefined),-2.4,8.2,-2.0,5.5,0.6,-0.3,37.0,-0.1,0.7
Cc1ccccc1Nc1nc(N)nc(COC(=O)[C@@H](NC(=O)c2ccccc2Cl)C(C)C)n1,-1.5,-0.5,-5.1,3.7,7.0,1.8,-11.3,-1.2,2.9
Cn1c(=O)n(CC(=O)N2CCOCC2)c2ccccc21,1.3,0.2,-0.1,8.1,2.2,1.8,6.5,-3.0,1.4
COc1ccc(NC(=S)N(CCc2ccc(OC)c(OC)c2)Cc2ccccn2)cc1,-1.7,4.0,0.3,-1.7,-1.3,3.9,-2.3,3.5,5.2
COc1ccc(/C(N)=N/OC(=O)c2cccs2)cc1,0.9,0.5,1.1,-3.3,0.6,-0.8,1.5,2.0,9.2
O=C(c1nn(Cc2ccccc2)c(=O)c2ccccc12)N1CCN(c2ccccn2)CC1,0.9,-0.7,-2.6,-1.7,-2.3,-7.1,4.7,10.6,-0.2
CCOC(=O)N1CCC(NC(=O)CS(=O)Cc2nc(-c3ccc(Cl)cc3)oc2C)CC1 (centres undefined),0.2,2.0,-4.8,-0.5,-2.6,-1.8,7.0,1.6,2.9
CCOc1ccc(N2C(=O)CC(Sc3nc(C)cc(C)n3)C2=O)cc1 (centres undefined),-0.7,1.0,0.2,-3.2,3.2,0.8,13.6,-2.6,0.3
Cc1cc(C)nc(SCC(=O)N/N=C/c2cccn2-c2ccc(O)cc2)n1,2.4,3.0,1.7,3.0,5.1,28.4*,4.0,-5.2,5.5
CCCc1cc(=O)[nH]c(SCC(=O)c2cc(C)n(-c3cc(C)on3)c2C)n1,-1.0,1.0,-0.4,6.1,-1.4,0.8,-7.1,3.3,14.7
CC(Nc1nc(N2CCOCC2)nc2ccccc12)c1ccccc1 (centres undefined),-3.2,-1.0,-0.2,12.7,7.8,0.2,21.1,3.9,2.8
Cc1ccc(SCCC(=O)OCC(=O)Nc2ccc(S(N)(=O)=O)cc2)cc1,0.3,6.4,4.3,-2.7,-2.4,24.2*,2.2,-0.2,12.2
O=P(O)(O)c1ccccc1OCc1ccccc1,2.4,3.6,0.5,5.6,5.9,5.9,-6.9,-0.9,-1.9
CC1Cc2ccccc2N1C(=O)CCN1C(=O)C2C3C=CC(C3)C2C1=O (centres undefined),-1.4,1.6,0.9,9.8,24.4,4.3,18.3,-2.8,1.1
COc1ccccc1OCC(O)CN1CCN(CC(=O)Nc2c(C)cccc2C)CC1 (centres undefined),-2.8&2.1,3.2&1.7,-1.0&2.2,-0.9&-0.9,0.2&4.3,2.8&-3.7,-0.1&5.8,1.9&-6.5,4.6&-4.6
CN(Cc1ccco1)C(=O)C1CCN(c2nnc(-n3cccc3)s2)CC1,-1.6,-2.8,-9.4,-0.1,0.9,0.2,4.8,-6.0,-0.4
CN1CCN(c2ccccc2NC(=O)c2ccc([N+](=O)[O-])cc2Cl)CC1,0.5,0.2,-3.2,2.9,5.2,1.6,13.6,6.6,2.9
COc1ccc(CCN(C(=O)c2snc(C(N)=O)c2N)C(C)C(=O)NC2CCCCC2)cc1OC (centres undefined),2.5,12.9,2.0,11.7,3.9,0.1,6.6,3.1,-1.0
O=C(c1ccc(Cl)cc1)c1c[nH]cc1-c1ccccc1,-0.7,-3.1,-0.8,8.6,-0.6,5.6,-1.4,3.7,-0.1
CC(=O)N1CCN(S(=O)(=O)c2cccc(C(=O)NC3CCC(C)CC3)c2)CC1 (centres undefined),-1.9,5.0,-0.3,8.6,1.7,5.9,-1.7,-0.6,-0.9
Cc1cc(C)c2c(=O)n(-c3ccccc3)[nH]c2n1,-0.9,-4.3,-1.8,6.0,8.4,1.5,-9.8,0.5,-2.0
Cc1ccc(CNC(=O)COC(=O)COc2ccc(C#N)cc2)cc1,3.3,3.0,0.7,-0.8,nt,5.9,3.9,-5.4,16.2
O=C(O)C/C(=C\c1cccc(NC(=O)c2ccccc2Cl)c1)c1nc2ccccc2s1,-5.9,-7.2,-14.5,1.2,-9.5,0.8,-10.5,-7.9,14.2
O=C(Nc1ccccc1N1CCOCC1)c1ccc(Br)o1,-0.9,3.0,-5.0,8.6,0.3,0.6,11.2,-5.4,1.3
O=C(COC(=O)c1ncc(Cl)c(Cl)c1Cl)Nc1ccccc1OC(F)F,0.9,6.6,1.1,9.0,3.5,2.9,2.6,5.2,25.4*
COc1cc(C(=O)NCCc2cc3c(OC)ccc(OC)c3[nH]c2=O)cc(OC)c1OC,-0.7,-0.9,0.6,7.7,3.9,0.1,-3.8,2.1,-3.9
O=C(COc1ccc(/C=N/NC(=O)c2ccccc2)cc1)Nc1ccc([N+](=O)[O-])cc1,-3.2,-16.4,-3.2,0.8,-20.0,-1.3,-8.2,-21.7,-2.6
C/C(CC(=O)Nc1ccc([N+](=O)[O-])cc1)=N/NC(=O)C1CC12CCC2 (centres undefined),-1.4,2.9,0.5,-2.1,-2.2,6.0,11.6,-4.2,-3.1
CCOc1ccc(N(CC(=O)NCCSCc2ccco2)S(=O)(=O)c2ccc(C)cc2)cc1,-3.0,-2.4,-4.5,9.0,1.4,2.5,9.6,5.6,2.8
COc1ccc(-c2cc(=O)oc(-c3cccc(C)c3)n2)cc1,0.7,-2.1,-6.1,5.9,3.8,6.2,4.2,-6.7,4.1
OC(CN1CCOCC1)Cn1c2ccccc2c2ccccc21 (centres undefined),-3.2,-4.3,-5.2,2.9,-5.7,-0.2,-2.7,-11.3,-2.1
Cc1cc(N2C(=O)C(O)=C(C(=O)c3cccs3)C2c2cccc(O)c2)no1 (centres undefined),-3.6,0.7,-3.7,2.9,17.8,0.4,-2.4,-13.2,0.6
Cc1onc(-c2ccccc2Cl)c1C(=O)N1CCC(C)CC1,0.8,-0.4,5.0,3.3,8.3,1.6,-0.6,6.3,3.7
Cc1ccc(S(=O)(=O)NCCC(=O)NCC(c2ccco2)N2CCCCC2)cc1C (centres undefined),-1.9,3.1,-1.5,5.4,-4.7,2.7,5.3,-10.8,0.9
NS(=O)(=O)c1ccc(CCNC(=O)c2ccc[nH]c2=S)cc1,3.9,-2.1,-2.1,0.3,3.8,3.0,8.1,-4.2,2.5
FC(F)(F)c1cccc(N2CCN(C(=S)NC3CCCCC3)CC2)c1,-1.4,0.5,-0.9,-2.1,2.6,8.4,-6.8,2.4,1.4
CCOc1ccc(-c2cc(N3C(=O)Nc4ccccc4N3O)on2)cc1,0.9,-3.6,1.2,7.0,-8.3,5.2,-7.1,-3.0,1.0
COc1ccc(Nc2cc(C(=O)N3CCc4ccccc4C3)c3ccccc3n2)c(OC)c1,-1.0,1.4,-0.3,8.7,-0.1,-7.5,29.2,8.5,17.6
O=C(O)CCSc1nc2ccccc2n1Cc1ccccc1,0.3,-7.1,0.3,13.7,1.9,8.8,4.2,0.0,-0.4
O=C(CCc1nc2sc3c(c2c(=O)[nH]1)CCCC3)N1CCN(c2ccccc2)CC1,0.5,1.4,-4.7,-6.6,3.4,11.9,42.3,0.7,2.4
CCN(C(=O)COC(=O)c1cc(Cl)ccc1OC)c1c(N)n(Cc2ccccc2)c(=O)[nH]c1=O,-0.6,-2.2,-0.2,2.1,nt,4.4,-1.0,-2.0,-2.2
Cc1ccc(Cl)cc1NC(=O)CCN1C(=O)C2C3CCC(C3)C2C1=O (centres undefined),0.0,-2.1,-1.3,-0.5,-2.4,1.9,6.1,5.0,-2.6
CCN1CCc2c(sc3c2c(NCc2ccco2)nc2nnnn23)C1,-1.9,5.4,-1.4,2.5,7.0,-1.6,41.8,1.9,4.1
C/C(=N\Nc1nc(-c2ccccc2)cs1)c1cccs1,-0.5,0.6,4.0,10.4,3.9,-1.9,0.2,4.0,4.9
Cc1cc(NC(=O)CSc2nnc(CNc3ccc(F)cc3)n2C2CCCCC2)no1,-1.6,-1.4,-2.3,0.7,16.7,6.2,8.3,1.9,1.8
COCCNC(=O)COC(=O)C1=Cc2ccccc2OC1,2.0,3.9,-2.5,11.2,11.1,2.5,4.3,2.1,0.5
CCOC(=O)N1CCN(C(=O)CN(C2CCCCC2)S(=O)(=O)c2c(C)cc(C)cc2C)CC1,-0.8,0.7,3.8,2.8,2.9,5.7,19.4,1.4,6.9

# The list is partial; the hit share may differ from the screen's.
